Screening data deposited in PubChem by several laboratories.
HIV Rev-RRE inh: inhibitors of HIV-1 Rev-RRE RNA interaction | P05866 | Rev peptide-RRE RNA binding, FRET | actives 0.79% (n = 97,000) | inhibition, % at 8 µM;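 active = inhibition above the screen-wide mean plus 3 SD, cut at about 35% in these data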;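 note: 0% = median DMSO wells and 100% = median Neomycin B control wells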
Target sequence (P05866 whole entry, looked up): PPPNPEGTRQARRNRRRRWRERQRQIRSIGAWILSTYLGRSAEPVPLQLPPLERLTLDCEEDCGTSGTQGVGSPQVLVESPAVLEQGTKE
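Test system – labelled RRE RNA duplex and labelled Rev peptide · Reagent – labelled Rev peptide · Doses – one concentration, 8 µM nominal · Incubation – 5 + 15 min at 25 °C · Signal – FRET fluorescence readout · Read-out basis – % inhibition of FRET ratio versus controls · Control set – DMSO wells as 0% and neomycin B wells as 100% inhibition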
cytoskel mod: alters cytoskeleton assembly in HUVEC cells; AID 836; inhibition, % at 2 µM; HUVEC TNFa F-actin phalloidin imaging, high content; actives 0.18% (n = 91,000);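 active = inhibition above the batch mean plus 3 SD and confirmed as a hit by visual image inspection, cut at about 30% in these data, passing the limit was not always enough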; note: strong numbers were not always called active
PLK1 inh: inhibitors of human PLK1 kinase; actives 0.53% (n = 97,000); AID 619; recombinant PLK1 kinase, TR-FRET peptide phosphorylation; P53350; inhibition, % at 10 µM;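 active = inhibition of 50% or more in the single-concentration screen; inactive = inhibition below 50%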;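 note: 0% = DMSO max control and 100% = H-89 dihydrochloride min control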
PLK1 PBD inh: Plk1 (human) PBD binding inhibition; P53350; Plk1 PBD phosphopeptide binding, fluorescence polarization; inhibition, %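 (tested at about 20 µM)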; actives 0.13% (n = 97,000); AID 693; in the data active = inhibition above about 34%, passing the limit was not always enough
FAK blocker: inhibitors of human focal adhesion kinase | Q05397 | biochemical FAK kinase activity assay | inhibition, %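 (tested at 7 µM)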 | actives 0.84% (n = 97,000) | AID 727; in the data active = inhibition above about 19%;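 note: 0% = DMSO and 100% = reference compound high control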
EphB4 antag: EphB4-ephrin-B2 interaction antagonism; P54760; EphB4 LBD / TNYL-RAW-Alexa532 peptide, fluorescence polarization; inhibition, % at 7 µM; actives 0.15% (n = 97,000); AID 720;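 active = inhibition above the screen-wide mean inhibition plus 3 SD, cut at about 15% in these data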;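 note: 0% = DMSO wells and 100% = excess unlabeled TNYL-RAW peptide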
LYP act: activators of human LYP (PTPN22) phosphatase; activation, % at 2 µM; AID 697; Q9Y2R2; recombinant LYP, DiFMUP fluorescence; 0 = plate median, 100 = signal doubled; actives 0.11% (n = 96,000);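 active = activation at 2 µM above a set limit, the mean plus 5 SD, cut at about 37% in these data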
PTPN22 inh 2: LYP (human) phosphatase inhibition | Q9Y2R2 | AID 640 | inhibition, % at 2 µM | actives 0.21% (n = 96,000) | recombinant LYP catalytic domain, DiFMUP fluorescence;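 active = inhibition at 2 µM at or above a set limit, the screen mean plus 3 SD, cut at about 24% in these data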;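 note: 0% = DMSO with enzyme and 100% = enzyme fully blocked by orthovanadate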
PTK2B oligo ant: Pyk2 (human) oligomerization antagonism. Q14289. actives 0.83% (n = 99,000). AID 1347419. Q293 cells, Pyk2 FERM NanoBiT luminescence; hits give low values. z-score (the deposit names both 25 µM and 10 µM);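 active = Z-score of -3 or lower, scaled per plate to the spread of control and sample wells; inactive = z-score above -3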;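 note: negative z-score means lost luminescence so less FERM oligomerization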
Target sequence (Q14289 whole entry, looked up): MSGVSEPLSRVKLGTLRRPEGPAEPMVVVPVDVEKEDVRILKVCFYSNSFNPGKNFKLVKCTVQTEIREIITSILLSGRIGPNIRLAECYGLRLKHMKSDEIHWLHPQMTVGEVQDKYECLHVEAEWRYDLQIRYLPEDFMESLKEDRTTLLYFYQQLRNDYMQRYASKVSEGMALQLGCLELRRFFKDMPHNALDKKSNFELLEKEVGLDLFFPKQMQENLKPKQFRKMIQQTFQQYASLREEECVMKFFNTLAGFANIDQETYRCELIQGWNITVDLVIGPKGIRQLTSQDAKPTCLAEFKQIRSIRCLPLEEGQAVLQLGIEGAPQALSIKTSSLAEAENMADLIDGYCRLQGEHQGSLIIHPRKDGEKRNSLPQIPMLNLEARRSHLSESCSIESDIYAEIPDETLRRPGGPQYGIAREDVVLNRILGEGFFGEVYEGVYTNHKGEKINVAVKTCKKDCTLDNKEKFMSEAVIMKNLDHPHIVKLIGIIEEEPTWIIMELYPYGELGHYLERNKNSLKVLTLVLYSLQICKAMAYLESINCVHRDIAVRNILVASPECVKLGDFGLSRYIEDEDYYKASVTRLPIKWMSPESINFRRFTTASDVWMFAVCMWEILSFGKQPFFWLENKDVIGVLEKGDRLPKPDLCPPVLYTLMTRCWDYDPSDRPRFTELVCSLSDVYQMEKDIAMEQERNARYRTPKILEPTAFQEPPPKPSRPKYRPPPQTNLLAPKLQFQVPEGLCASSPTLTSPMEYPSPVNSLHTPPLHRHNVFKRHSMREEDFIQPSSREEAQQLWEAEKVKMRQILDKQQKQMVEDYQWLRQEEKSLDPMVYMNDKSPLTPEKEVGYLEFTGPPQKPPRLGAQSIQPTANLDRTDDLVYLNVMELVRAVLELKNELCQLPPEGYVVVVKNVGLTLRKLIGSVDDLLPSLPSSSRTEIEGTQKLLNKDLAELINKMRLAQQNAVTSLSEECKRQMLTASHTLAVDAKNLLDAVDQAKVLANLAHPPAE
* hit, by the source's call; / = no result given.

nr	PTPN22 inh 2	FAK blocker	PTK2B oligo ant	PLK1 PBD inh	PLK1 inh	HIV Rev-RRE inh	cytoskel mod	LYP act	EphB4 antag	mol
1	3	1	0.79	1	-6	4	20	-3	-7	COc1ccc(CCN2C(=O)C3C4CC(C5C(C(=O)NN)=NOC45)C3C2=O)cc1OC (stereo not given)
2	8	2	-0.08	0	-11	14	2	-11	-3	N#Cc1nc(-c2ccccc2F)oc1NCc1cccc2c1OCO2
3	15	0	-0.62	11	-8	7	-31	-11	-5	Cc1cc(C)c(S(=O)(=O)N2CCN(c3ccc([N+](=O)[O-])c(NCC4CCCO4)c3)CC2)c(C)c1 (stereo not given)
4	1	-5	-2.3	-16	-5	0	13	-2	2	N#C/C(=N\Nc1ccc(Cl)cc1)C(=O)c1ccccc1
5	10	0	0.09	-6	2	10	16	-11	7	CCCCc1cc2c(c(NC(=O)CC)n1)c(=O)oc1ccccc12
6	-5	0	-0.28	-10	-7	12	-12	8	8	COc1ccccc1C(=O)Nc1nnc(C)s1
7	-9	-1	0.23	6	0	2	-8	12	-13	COC(=O)Nc1ccc(C)cc1NC(=O)OC
8	-11	-2	0.1	-19	-5	8	-31	10	4	Cc1ccc(CC(=O)NCC(C)C)cc1
9	3	-2	0.57	1	-5	10	9	-4	-1	CC(C)c1[nH]nc2c1C(c1ccc(OC(=O)c3ccco3)cc1)C(C#N)=C(N)O2 (stereo not given)
10	11	1	/	-6	6	70*	-12	-14	4	O=C1NC(c2ccco2)Nc2sc3c(c21)CCN(Cc1ccccc1)C3 (stereo not given)
11	-2	1	/	-15	-13	1	-10	0	-8	Cn1c(=O)oc2cc(S(=O)(=O)NCCCN3CCCC3=O)ccc21
12	-7	1	-1.5	-4	-1	2	1	5	-1	COc1ccc(C(=O)NCc2ccccc2OC)c(OC)c1
13	-5	-3	-1.6	-9	-14	11	3	1	4	CCOc1ccc(S(=O)(=O)Nc2ccc(Cl)cn2)c(C)c1C
14	10	1	0.58	18	2	6	-12	-12	-1	Cn1c(=O)c2[nH]c(N3CCOCC3)nc2n(-c2ccccc2)c1=O
15	10	0	-0.63	4	19	10	26	-13	-2	CCOC(=O)N1CCC(NC(=O)c2cnn3c2NC(c2ccco2)CC3C(F)(F)F)CC1 (stereo not given)
16	2	0	/	20	-10	-1	13	-4	3	CCOC(=O)N1CCN(C(=O)c2cc3c(-c4ccc(Cl)cc4)nn(C)c3s2)CC1
17	26*	0	-0.51	-14	0	-2	/	-25	1	CCOc1ccc(N2C(=O)CS/C2=C(\C(Cl)=C(Cl)Cl)[N+](=O)[O-])cc1
18	-2	2	-0.81	9	-8	3	3	4	-2	CCOC(=O)c1c(-n2c(C)cc(C=O)c2C)sc2c1CCCC2
19	7	9	0.45	2	-6	6	-11	-4	4	O=C(NCc1cccnc1)c1ccc(NC(=O)c2ccco2)cc1
20	7	1	-0.27	-36	7	-4	4	-10	1	O=C(C(c1ccccc1)c1ccccc1)N1CCN(Cc2ccc(Br)cc2)CC1
21	7	2	-0.19	3	1	12	/	-7	3	O=C(c1ccco1)n1nc(-c2ccccc2)nc1SCc1ccccc1
22	6	3	-1.6	1	-13	23	-5	-4	1	N#CC(c1ccc(Cl)cc1)c1nc2ccccc2nc1C(F)(F)F (stereo not given)
23	-9	1	0.02	30	-15	13	-3	8	-3	O=C(CSc1nnc(-c2cccc(Cl)c2)o1)Nc1ccc2c(c1)OCCO2
24	16	2	0.73	-10	-14	1	6	-13	-2	COc1cccc(-c2nc(CS(=O)(=O)c3ccccc3)no2)c1
25	-15	1	0.32	-28	-6	7	7	20	11	O=C1CC(c2ccco2)CC(O)=C1C=NCCN1CCN(C2CC(=O)N(c3ccccc3)C2=O)CC1 (stereo not given)
26	10	0	0.11	0	-11	4	25	-11	6	COC(=O)c1sccc1NC(=O)c1cccnc1
27	-4	-1	0.4	3	-13	7	-7	3	1	COc1cccc2c3c(c(=O)[nH]c12)CCC(C)(C)O3
28	-10	-3	-1.3	-5	2	9	/	11	1	CCNC(=O)c1cc2c(=O)n3cccc(C)c3nc2n(Cc2ccc(C)cc2)c1=N
29	-2	3	-1.4	2	6	3	/	3	-3	CCCCCCCOC(=O)C1=C(C)Nc2ncnn2C1c1cccs1 (stereo not given)
30	4	1	0.56	-18	-11	10	26	-6	6	O=C1NCC(COCc2ccco2)O1 (stereo not given)
31	9	1	-0.06	-18	-7	6	-9	-6	0	N#Cc1ccc(-c2ccc(F)cc2)nc1Oc1ccccc1
32	6	5	0.62	20	-5	3	/	-9	3	Cc1ccc(C)c(S(=O)(=O)N2CCC(c3nc4c(nnn4Cc4ccc(F)cc4)c(=O)[nH]3)CC2)c1
33	3	1	1	-4	-11	12	2	-2	6	CCS(=O)(=O)c1ccc2oc(SCC(=O)NC(C)C3CC4CCC3C4)nc2c1 (stereo not given)
34	7	5	/	8	-16	-2	-8	-8	2	CCOC(=O)c1sc(NC(=O)C(C)(C)C)cc1C
35	5	-2	0.41	16	-11	4	-2	-5	1	CCN1CCN(S(=O)(=O)Cc2ccccc2)CC1
36	2	-1	-0.2	7	-10	9	10	-2	4	CC(Oc1ccc(Cl)cc1Cl)C(=O)Nn1cnnc1 (stereo not given)
37	3	0	0.01	-12	-11	9	10	-2	-2	NC(=O)CN1N=C(c2cc(Cl)sc2Cl)CSC1=O
38	-8	1	0.66	-10	-13	2	10	8	4	Cn1ncc(Br)c1C(=O)NCc1cccs1
39	1	-4	0	23	-4	4	15	3	0	Cn1cccc1CNCc1ccccc1Cl
40	-7	-2	-0.72	16	-12	4	-8	7	-3	O=C(O)c1ccc(Cl)c(S(=O)(=O)NCC2CCCO2)c1 (stereo not given)
41	4	2	0.22	-18	-11	8	-4	-5	-3	CCc1cc2c(N3CCN(c4ccccc4)CC3)ncnc2s1
42	6	0	-1.1	11	-6	3	14	-5	1	CCOC(=O)C1CCCN(C(=O)c2cc(Nc3ccc(OC)cc3OC)nc3ccccc23)C1 (stereo not given)
43	5	-2	-0.04	2	0	-1	-6	-6	-6	Cc1csc(NC(=O)C2CCCN2C(=O)OCC(C)C)n1 (stereo not given)
44	13	6	-0.54	-1	-14	21	12	-8	6	CC1=CC(C)(C)n2c(O)c(C3=NC(=S)NC3=O)c3cc(OC(=O)c4cccc5ccccc45)cc1c32
45	7	-3	1	-10	1	18	-4	-6	2	O=C(CN1CCN(c2cccc(C(F)(F)F)c2)CC1)Nc1cccc(C(F)(F)F)c1
46	10	2	-0.76	-6	-15	10	-5	-10	3	CCCCn1nnnc1SCC(=O)Nc1ccc2c(c1)OCO2
47	3	-1	-0.65	-28	-7	3	/	-3	1	COc1ccc(C2N=C(c3ccccc3)C(C)(C)N2O)cc1 (stereo not given)
48	-6	/	/	6	6	/	0	4	/	Cc1cc(C(=O)N2CCN(C(c3ccccc3)c3ccccc3)CC2)on1
49	2	-2	0.61	20	-7	0	-22	-4	-5	CCOC(=O)C1=C(N)OC2=C(C(=O)CC(C)(C)C2)C1c1ccccc1OCC#N (stereo not given)
50	-12	-2	0.32	-8	-10	9	-8	10	-5	O=C(O)CCS(=O)(=O)Cc1ccccc1F
51	-2	2	-0.93	-37	1	0	-27	2	7	CC(=O)c1ccc(NC(=S)NC(NC(=O)c2ccco2)C(Cl)(Cl)Cl)cc1 (stereo not given)
52	9	-1	-3.8*	3	-14	11	-21	-10	-2	CC1CCCN(S(=O)(=O)c2ccc(C(=O)Nc3nnc(-c4ccccc4Cl)o3)cc2)C1 (stereo not given)
53	-14	1	/	0	2	6	-1	10	3	COc1ccccc1CNC(=O)CS(=O)Cc1nc(-c2ccccc2C)oc1C (stereo not given)
54	9	5	-1.1	-17	-3	13	3	-11	6	Cc1cc(N2CCCCCC2)nc(-c2ccccc2O)n1
55	-1	-1	0.32	-16	-2	7	54	-1	13	CCC(=O)Nc1ccc2c(c1)ncn2-c1ccccc1OC
56	-6	-1	0.01	-10	-4	7	-9	7	1	CCOC(=O)C(CSCC(=O)c1ccc(Cl)cc1Cl)NC(=O)OC(C)(C)C (stereo not given)
57	9	1	/	-28	-4	10	10	-4	2	CCN(CC)c1ncnc2c1sc1nc(N3CCOCC3)c3c(c12)CCC3
58	-5	4	-1.2	-15	-10	14	1	3	2	CN(CCC#N)C(=O)CSc1ncnc2sc(-c3ccccc3)cc12
59	0	2	-0.59	-8	-4	1	15	3	2	CN1CCN(C(=O)/C(=C/c2ccccc2)c2ccccc2)CC1
60	-9	1	1.9	5	-14	10	6	6	2	COc1cc(NC(=O)COC(=O)[C@@H]2CCCN2S(=O)(=O)c2ccc(Cl)cc2)cc(OC)c1OC

Brought forward from above: two entries; new compounds follow.
nr	PTPN22 inh 2	FAK blocker	PTK2B oligo ant	PLK1 PBD inh	PLK1 inh	HIV Rev-RRE inh	cytoskel mod	LYP act	EphB4 antag	mol
59	0	2	-0.59	-8	-4	1	15	3	2	CN1CCN(C(=O)/C(=C/c2ccccc2)c2ccccc2)CC1
60	-9	1	1.9	5	-14	10	6	6	2	COc1cc(NC(=O)COC(=O)[C@@H]2CCCN2S(=O)(=O)c2ccc(Cl)cc2)cc(OC)c1OC
61	8	-2	-0.67	0	-8	7	9	-8	0	CCOC(=O)c1sc(/N=C/N(C)C)c(C(=O)OCC)c1C
62	-2	-2	0.63	-6	-3	-4	-10	5	-3	CCn1c(CNC(=O)c2cccs2)nnc1SCC(=O)NCCc1ccccc1
63	0	-1	1.1	-1	-14	2	-31	4	-8	CCOC(=O)c1ccc(Cl)c(NC(=O)c2ccc(-c3ccccc3)cc2)c1
64	12	-12	-1.6	-2	-4	1	5	-9	2	CCC(C)[C@H](Nc1nc(-c2ccccc2)nc2c1oc1ccccc12)C(=O)O (stereo not given in full)
65	5	2	-0.76	17	4	4	21	-6	1	COc1ccc2c(CSc3nc4nc(C)cc(C)n4n3)cc(=O)oc2c1
66	-7	2	/	-1	-23	7	4	6	3	CCOC(=O)COc1cccc2c(=O)n(CC(=O)N3CCCc4ccccc43)ccc12
67	13	0	-1.9	-18	-6	0	0	-14	6	COCCCN(C(=O)c1ccco1)c1nc(-c2cc(OC)ccc2OC)cs1
68	10	1	-0.14	-25	-6	4	16	-6	7	CC(=O)c1cc(C)ccc1OC(=O)CCN1C(=O)C2C3c4ccccc4C(c4ccccc43)C2C1=O (stereo not given)
69	1	0	0	29	-1	12	29	-3	3	CCc1ccccc1N=C1SCC(=O)N1C
70	6	2	-1.1	0	16	2	8	-4	3	Cc1cc(C(=O)NCCC(c2ccccc2)c2ccccc2)c(C)o1
71	-1	2	-0.09	3	-17	6	4	-3	1	CC(C)(C)NC(=O)CSc1nnc(NC(=O)CCn2cnc3ccccc3c2=O)s1
72	5	-2	0.28	-12	-16	6	/	-6	2	O=C(CCN1CCN(c2ccccn2)CC1)Nc1ccc(F)cc1
73	6	1	0.02	0	-2	5	12	-8	-1	CC(C)NC(=O)c1ccc2c(c1)N(CC(=O)N1CCOCC1)C(=O)C(C)(C)O2
74	3	2	/	8	-4	8	-12	-6	8	O=C(NC1CCCCCC1)C1CCCN1S(=O)(=O)c1cccc2cccnc12 (stereo not given)
75	-4	1	-0.84	-10	-5	3	-10	2	-1	Cc1csc(NC(=O)CCC(=O)N(CC(=O)NC2CCCC2)Cc2ccco2)n1

Record cards, as listed above. Order of values: PTPN22 inh 2	FAK blocker	PTK2B oligo ant	PLK1 PBD inh	PLK1 inh	HIV Rev-RRE inh	cytoskel mod	LYP act	EphB4 antag
CCOc1ccc(S(=O)(=O)Nc2ccc(Cl)cn2)c(C)c1C is entered as -5	-3	-1.6	-9	-14	11	3	1	4
CCCCc1cc2c(c(NC(=O)CC)n1)c(=O)oc1ccccc12 is entered as 10	0	0.09	-6	2	10	16	-11	7
Cc1cc(N2CCCCCC2)nc(-c2ccccc2O)n1 is entered as 9	5	-1.1	-17	-3	13	3	-11	6
Cn1c(=O)c2[nH]c(N3CCOCC3)nc2n(-c2ccccc2)c1=O is entered as 10	1	0.58	18	2	6	-12	-12	-1
